# Bioassay records as filed in PubChem.
# CHT block – inhibitors of human choline transporter CHT; Q9GZV3; CHT-expressing cells, membrane potential dye, choline response; stronger effect = lower value; B-score at 10 µM; 0.86% of 310,000 active; AID 488975;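 active means B-score over 3 SD under the library average, and starting fluorescence ratio not unusually high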;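 further: choline stimulus applied at its EC90 after an EC20 pre-addition; B-score computed on integrated fluorescence ratio after choline addition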
# Target sequence (Q9GZV3 whole entry, looked up): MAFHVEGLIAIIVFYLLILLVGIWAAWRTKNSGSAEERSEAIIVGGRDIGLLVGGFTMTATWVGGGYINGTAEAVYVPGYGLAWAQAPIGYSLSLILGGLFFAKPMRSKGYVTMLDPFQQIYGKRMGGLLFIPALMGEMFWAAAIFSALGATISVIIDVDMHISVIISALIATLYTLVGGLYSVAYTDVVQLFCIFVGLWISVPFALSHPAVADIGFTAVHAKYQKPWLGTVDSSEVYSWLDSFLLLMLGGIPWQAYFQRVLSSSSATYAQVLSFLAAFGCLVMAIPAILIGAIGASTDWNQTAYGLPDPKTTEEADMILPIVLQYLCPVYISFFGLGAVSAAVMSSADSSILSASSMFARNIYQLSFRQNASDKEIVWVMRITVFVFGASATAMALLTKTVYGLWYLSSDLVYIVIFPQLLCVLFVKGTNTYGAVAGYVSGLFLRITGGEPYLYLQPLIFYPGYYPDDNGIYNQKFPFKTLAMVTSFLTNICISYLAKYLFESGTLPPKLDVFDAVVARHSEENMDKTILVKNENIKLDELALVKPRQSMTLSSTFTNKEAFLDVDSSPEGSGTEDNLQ
# Kir21 inh – blocks the mouse Kir2.1 inward-rectifier potassium channel; HEK293-Kir2.1, FluxOR thallium flux fluorescence; stronger effect = lower value; 0.85% of 310,000 active; B-score at 10 µM;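 active means fluorescence ratio B-score at or below minus 3 SD of library scores, with starting-brightness B-score within 2 SD, cut at about -4.2 in these data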;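 further: channel flux triggered by added potassium and thallium sulfate stimulus; B-score of peak minus minimum fluorescence over baseline after thallium stimulus; more negative B-score means stronger Kir2.1 block with less thallium influx; some compounds called inactive have numbers as strong as hits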
# Target sequence (P35561 whole entry, looked up): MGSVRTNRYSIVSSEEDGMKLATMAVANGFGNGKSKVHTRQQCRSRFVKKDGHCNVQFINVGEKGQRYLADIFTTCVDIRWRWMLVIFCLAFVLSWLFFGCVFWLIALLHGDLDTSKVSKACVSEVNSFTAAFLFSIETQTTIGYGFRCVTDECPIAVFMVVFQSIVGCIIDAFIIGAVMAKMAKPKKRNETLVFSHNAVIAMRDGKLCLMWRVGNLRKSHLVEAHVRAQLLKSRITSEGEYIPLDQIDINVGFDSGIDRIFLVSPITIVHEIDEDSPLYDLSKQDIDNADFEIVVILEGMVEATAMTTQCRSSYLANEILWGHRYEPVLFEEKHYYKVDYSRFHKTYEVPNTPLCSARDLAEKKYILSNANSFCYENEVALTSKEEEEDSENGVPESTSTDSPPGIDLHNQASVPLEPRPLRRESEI
# * = called active by the depositor; i = inactive; . = not tested or not shown; & = joins results of further samples.
# Each structure is followed by: Kir21 inh	CHT block
- NS(=O)(=O)c1ccc(Sc2nc3ccccc3s2)c([N+](=O)[O-])c1
→ -0.5	i
- Cc1noc(C)c1COc1cccc(C(=O)Nc2ccc(OCc3ccccc3)cc2)c1
→ 0.13	i
- COc1ccc(NC(C)=O)cc1NC(=O)c1cccc(S(=O)(=O)N2CCN(Cc3ccccc3)CC2)c1
→ -0.07	i
- CCOC(=O)N1CCN(C(=O)CCc2ccccc2)CC1
→ -0.72	i
- CC(C)C1N(C(=O)CN2CCCCC2)CCN1S(=O)(=O)c1ccccc1 (stereo not given)
→ 0.77	i
- COc1cc(/C=N/NC(=O)c2cccc3ccccc23)ccc1OCC(N)=O
→ -1.95	i
- COc1cccc(-n2nnc3c(=O)n(CC(=O)NCC4CCCO4)cnc32)c1 (stereo not given)
→ 0.28	i
- O=C(Nc1ccc(O)cc1)c1cc2n(n1)C(C(F)(F)F)CC(c1ccco1)N2 (stereo not given)
→ -0.39	i
- CC(C)N(C)CCOC(=O)c1ccccc1Br
→ 1.69	i
- CCOC(=O)c1cnc2c(c(C)nn2CC)c1NC1CC1
→ 0.29	i
- CCOc1cc(-c2nc(-c3ccc(C)nc3OC)no2)cc(OCC)c1OCC
→ 0	.
- O=C(COC(=O)c1cncc(Br)c1)NCc1ccccc1Cl
→ -0.27	i
- CC1CC(=O)C2=C(C1)OC(N)=C(C#N)C2c1coc2ccccc2c1=O (stereo not given)
→ -0.05	i
- O=C(Nc1ccc(N2CCOCC2)cc1)c1cn2ccccc2n1
→ -0.04	i
- FC(F)(F)c1ccccc1NC(=S)N1CCN(c2ccccn2)CC1
→ 2.89	i
- O=C(CSc1ccc(Br)cc1)NCC1CCCO1 (stereo not given)
→ 1.01	i
- COc1ccccc1Nc1ccc(NC(=O)c2cccc([N+](=O)[O-])c2C)cc1
→ 0.75	i
- CS/C(=C\[N+](=O)[O-])Nc1ccc(OC(F)(F)F)cc1
→ -0.41	i
- Cc1sc(NC(=O)C2CSC3(C)CCC(=O)N23)nc1-c1ccc(F)cc1 (stereo not given)
→ 0.02	i
- O=C(CSc1nnc(CNC(=O)c2ccc(F)cc2)o1)NCc1ccccc1Cl
→ 1.26	i
- CCc1nnc(NC(=O)c2cccc(S(=O)(=O)N3CCc4ccccc43)c2)s1
→ -0.22	i
- CCn1c(CNC(=O)c2ccc3c(c2)OCO3)nnc1SCC(=O)Nc1ccccc1F
→ -1.42	i
- Cc1ccc(C(=O)C[n+]2cc(-c3ccc(C)cc3)n3c2CCCCC3)cc1
→ -2.54	i
- CCS(=O)(=O)c1nc(S(=O)(=O)c2ccc(Cl)cc2)c(N2CCC(O)CC2)s1
→ -1.26	i
- O=C(NCCc1cccc(Cl)c1)C1CCC(=O)N(Cc2ccc(Cl)cc2)C1 (stereo not given)
→ -1.41	i
- COc1cccc(OC)c1NC(=O)c1nc2c(nnn2Cc2ccccc2Cl)c(=O)[nH]1
→ -0.08	i
- COc1ccc(C(=O)N2CCC(C(=O)Nc3ccccc3C)CC2)cc1OC
→ 0.45	i
- COc1cccc(N2C(=O)/C(=C\c3cccs3)NC2=S)c1
→ 0.44	i
- C=C(C)C(=O)Nc1ccc2c(c1)OCCOCCOCCO2
→ 0.05	i
- O=C(CCCN1C(=O)C(c2ccccc2)Oc2cccnc21)NCc1ccc(F)cc1 (stereo not given)
→ 0.79	i
- COc1ccc(-n2nc(C(=O)NCC(=O)N3CCCCC3)c3ccccc3c2=O)cc1
→ 0.1	i
- c1ccc(-c2cn3c(n2)SCC3)cc1
→ -0.5	i
- NC1=NN=C(c2ccc3c(c2)OCCO3)CS1
→ 0.03	i
- O=C(c1ccccc1)N1CCN(CC2CC=CCC2)CC1 (stereo not given)
→ -2.39	i
- COc1cccc2c1-c1c(O)cccc1C2=O
→ -0.13	i
- CCC(C)Sc1cc(-c2nc3ccc(C)cn3c2NCc2ccccc2)ccc1OC (stereo not given)
→ 0.57	i
- Cc1cc(C)c2cc(C#N)c(NCCNC(=S)NCCCN3CCOCC3)nc2c1
→ 1.19	i
- Fc1ccc(CNCc2ccccc2C(F)(F)F)cc1
→ 0.17	i
- Cc1ccc(Nc2nc(=O)c3cccnc3s2)cc1
→ 1.55	i
- O=C(CCc1nnc2ccc(NCc3ccco3)nn12)Nc1ccc(F)cc1
→ 1.29	i
- COC(=O)COc1ccc(NC(=O)Cn2nc(-c3ccccc3)c3ccccc3c2=O)cc1
→ 2.41	i
- O=C(O)CC(c1cccc2ccccc12)N1Cc2ccccc2C1=O (stereo not given)
→ -0.88	i
- COc1ccc(N(C)S(=O)(=O)c2ccc3c(c2)CCN3C(=O)C2CC2)c(OC)c1
→ -2.27	i
- CC1CN(c2ccc([N+](=O)[O-])cc2C(=O)N2CCOCC2)CC(C)N1 (stereo not given)
→ -1.02	i
- Cc1ccnc(NS(=O)(=O)c2ccc(NC(=O)c3ccc(C)o3)cc2)n1
→ 1.19	i
- CC(=O)N1CCc2c(sc(NC(=O)C3CCCN3S(=O)(=O)c3cccs3)c2C#N)C1 (stereo not given)
→ 0.76	i
- CC(=O)n1c2ccccc2c2ccccc21
→ 1.45	i
- O=C(Cc1cccs1)N1CCC(c2nc3c(nnn3Cc3ccccc3Cl)c(=O)[nH]2)CC1
→ -0.91	i
- CCC(=O)c1ccc(OCCN2CCOCC2)cc1
→ 0.91	i
- CSCC(=O)N1CCC(n2nccc2NC(=O)CCc2ccccc2)CC1
→ -0.05	i
- Clc1ccc(-c2nc(NCCN3CCOCC3)c3ccccc3n2)cc1
→ 0.14	i
- CC(=O)c1c(C)[nH]c(C(=O)CSc2nc3ccccc3c(=O)n2CCCN2CCOCC2)c1C
→ -0.07	i
- NC(=O)C1CCN(C(=O)c2cc3n(n2)C(C(F)(F)F)CC(c2ccco2)N3)CC1 (stereo not given)
→ 1.16	i
- CCN(CC)CC#CCOC(c1ccccc1)c1ccccc1
→ -2.97	i
- CCSc1nc2ccc(OC)cc2cc1C#N
→ 1.39	i
- Cc1ccc(S(=O)(=O)N2CCOCC2)cc1C(=O)NC1CCCCC1
→ 1.67	i
- CC(C)Cn1c(N)c(C(=O)COC(=O)/C=C/c2ccccc2)c(=O)n(C)c1=O
→ 0.03	i
- CCN1CCN(C(=O)Nc2cccc3ccccc23)CC1
→ -0.15	i
- O=C(c1ccccc1)N1CCN(C2CC(=O)N(CCc3ccccc3)C2=O)CC1 (stereo not given)
→ 0.02	i
- Cc1cccc(OCCSc2nncn2C)c1
→ -0.63	i

# Following part.
# Each structure is followed by: Kir21 inh	CHT block
- CCC(C)N(C(=O)Cn1nnc2ccccc21)C(C(=O)Nc1ccc(F)cc1)c1cccc(OC)c1 (stereo not given)
→ 1.29	i
- Cc1nn2c(NCc3ccccn3)c3c(nc2c1-c1ccccc1)CCC3
→ -0.09	i
- CC(=O)Nc1ccc(Sc2ncccc2C(=O)Nc2ccc(F)cc2)cn1
→ 0.29	i
- CS(=O)(=O)NCc1nnc(SCc2ccc(C(F)(F)F)cc2)o1
→ -0.03	i
- CC(=O)Nc1sc(N/N=C\c2ccc(O)cc2)nc1-c1cccs1
→ 1.21	i
- COCCn1c(SCC(=O)NNC(=O)c2ccccc2)nc2ccccc2c1=O
→ 0.12	i
- COCC(=O)Nc1nc2ccccc2s1
→ -1.23	i
- Cc1nc2ccccc2c(=O)n1/N=C/c1ccc(O)cc1
→ 1.42	i
- CCOC1CCCCC1NS(=O)(=O)c1ccc(Cl)cc1 (stereo not given)
→ -1.12	i
- O=C(NCc1ccc2c(c1)OCO2)Nc1ccc(F)cc1
→ 0.61	i
- Cc1cccc(N2CCN(C(=O)NC3CCCCC3)CC2)c1C
→ -0.84	i
- O=C(O)c1ccccc1N/N=C/c1cc(Br)cc(Br)c1O
→ -0.77	i
- COc1ccc(CN2CCN(Cc3cccc(Oc4ccccc4)c3)CC2)c(OC)c1OC
→ -2.6	i
- Cc1ccc(CN(C)CC(=O)Nc2ccc3c(c2)CCC3)cc1
→ -1.89	i
- Cc1ccc(C(=O)C(C)OC(=O)CN2C(=O)NC3(CCCC3)C2=O)cc1 (stereo not given)
→ 0.27	i
- CCOc1cc(CNCc2ccncc2)cc(Cl)c1OC
→ 3.57	i
- Cc1c(Br)c([N+](=O)[O-])nn1CC(=O)Nc1nccs1
→ 3.05	i
- COc1ccc(Oc2cn[nH]c2-c2ccc(O)cc2O)cc1
→ -0.38	i
- Cc1nonc1OCCn1c([N+](=O)[O-])cnc1C
→ 0.93	i
- CCOC(=O)c1sc(N(Cc2ccccc2)C(=O)CSc2ncn[nH]2)nc1C
→ -0.09	i
- Cc1ccccc1NCc1ccccc1O
→ 1.59	i
- COc1ccc(N2C(=O)NC(NC(=O)C(C)(C)C)(C(F)(F)F)C2=O)cc1 (stereo not given)
→ -1.38	i
- O=C(NCc1cccnc1)c1cc(S(=O)(=O)N2CCOCC2)c(Cl)cc1Cl
→ 0.92	i
- O=C1c2cccnc2C(=O)N1CNc1ccc(Cl)cc1
→ -1.23	i
- COc1ccc(NS(=O)(=O)c2c(C(=O)N3CCCCCC3)c(C)n(C)c2C)cc1
→ 1.65	i
- COc1cccc(-c2nc(Oc3cccc(C)c3C)c3ccccc3n2)c1O
→ 0.35	i
- CCc1cc2c(=O)c(-c3nc(C)cs3)coc2cc1OC(C)C(=O)NCCO (stereo not given)
→ 1.64	i
- CCOC(=O)C(=O)NC(C)c1ccccc1 (stereo not given)
→ 0.68	i
- CSCC[C@@H](Nc1nc(-c2ccccc2)nc2c1oc1ccccc12)C(=O)O
→ -0.94	i
- Cn1cccc1C(=O)N1CCN(c2cccc(C(F)(F)F)c2)CC1
→ -1.1	i
- COc1cc(C(C)=O)ccc1OCC(O)CN1CCN(c2ccc(F)cc2)CC1 (stereo not given)
→ -1.06	i
- COc1ccc(/C=C/c2c(-c3ccc(OC)cc3)oc3ccccc23)cc1
→ 1.3	i
- COC(=O)c1ccc(C(=O)Nc2ccc3c(c2)C(=O)NC3=O)cc1
→ 0.62	i
- CSc1ccc(Cl)c(C(=O)N2CCOc3ccccc32)c1
→ -1.34	i
- C=CCSc1nc2c(cnn2-c2ccccc2)c(=O)n1N
→ 0.01	i
- COc1ccc(N(CC(O)CN2C(=O)NC(C)(C)C2=O)S(=O)(=O)c2ccc(C)cc2)cc1 (stereo not given)
→ 0.04	i
- COc1ccccc1NC(=O)C(C)OC(=O)CCNS(=O)(=O)c1ccc(C)c(C)c1 (stereo not given)
→ -2.01	i
- CC(C)(C)NCc1cc(Br)ccc1OC1CCCC1
→ -4.79*	i
- Cc1ccc(Cn2c(=O)c3c(nc4n3CCN4Cc3ccco3)n(C)c2=O)cc1
→ -0.2	i
- Clc1ccc(SCCOCCN2CCCCC2)cc1
→ -2.47	i
- CC(Sc1cccc2cccc(C(=O)O)c12)C(=O)O (stereo not given)
→ -1.25	i
- Cc1cc(NC(=O)CCN2C(=O)/C(=C/c3ccccc3F)SC2=S)no1
→ 1.01	i
- CC(=O)Nc1ccc(S(=O)(=O)NNC(=O)C2CCCCC2)cc1
→ 0.86	i
- CCOC(=O)N1CCN(c2ccc(C(=O)c3cccc(F)c3)cc2)CC1
→ 0.57	i
- COc1cccc(/C=N/n2c(COc3ccccc3)n[nH]c2=S)c1
→ 0.54	i

# Grouped by structure, those above containing a thiophene ring, fused or not (4)
# Each structure is followed by: Kir21 inh	CHT block
- COc1cccc(N2C(=O)/C(=C\c3cccs3)NC2=S)c1
→ 0.44	i
- CC(=O)N1CCc2c(sc(NC(=O)C3CCCN3S(=O)(=O)c3cccs3)c2C#N)C1 (stereo not given)
→ 0.76	i
- O=C(Cc1cccs1)N1CCC(c2nc3c(nnn3Cc3ccccc3Cl)c(=O)[nH]2)CC1
→ -0.91	i
- CC(=O)Nc1sc(N/N=C\c2ccc(O)cc2)nc1-c1cccs1
→ 1.21	i

# Carrying on:
# Each structure is followed by: Kir21 inh	CHT block
- Nc1nc(N2CCCCC2)nc(N(c2ccccc2)c2ccccc2)n1
→ -2.27	i
- COc1ccc(C(=O)CSc2nnc(CN3CCCCC3)n2-c2ccc(Cl)cc2)cc1OC
→ 0.12	i
- CCn1c(C)nc2cc(C(=O)N/N=C/c3ccc(N4CCOCC4)cc3)ccc21
→ -1.41	i
- CC1(C)Cc2cccc(C(=O)Nc3ccncc3)c2O1
→ -0.56	i
- CSCCC(C(=O)NC1=NCCS1)N1C(=O)c2ccccc2C1=O (stereo not given)
→ 0.02	i
- COc1cccc(NC(=S)NC(=O)c2cccnc2)c1
→ -0.46	i
- CCn1cc(S(=O)(=O)NC(C)c2cc(OC)ccc2OC)cn1 (stereo not given)
→ 0.76	i
- CCN(CC)c1ccc(/C=C(\C#N)C(=O)NCc2ccccc2)cc1
→ -2.21	i
- CC(C)[C@H](NC(=O)OCc1ccccc1)C(=O)NC(C=O)Cc1ccccc1 (stereo not given in full)
→ .	i
- Cc1c(NC(=O)c2cc(-c3ccc(Cl)s3)nc3ccccc23)c(=O)n(-c2ccccc2)n1C
→ 1.3	i
- COc1ccc(NS(=O)(=O)c2cc(NC(=O)c3nc4nc(C)cc(C)n4n3)ccc2C)cc1
→ -1.22	i
- CCC[C@H]1COCCS(=O)(=O)N1Cc1ccc(Br)cc1
→ -6.1*	i
- Cc1ccc(NS(=O)(=O)c2ccc3c(c2)oc(=O)n3C)c(C)c1
→ 1.25	i
- CC(C(=O)Nc1nccs1)c1ccc([N+](=O)[O-])cc1 (stereo not given)
→ -0.21	i
- CC(C)NS(=O)(=O)c1ccc(OCC(=O)Nc2ccccc2F)cc1
→ 0.08	i
- CCCOc1ccc(-c2nnn(CC(=O)Nc3cccc(C(=O)OC)c3)n2)cc1
→ -1.61	i
- COc1ccc(N2C(=O)c3ccccc3NC2c2ccc(OC)c(CSc3ccccn3)c2)cc1 (stereo not given)
→ 0.13	i
- COc1ccc(NC(=S)Nc2ccccc2)cc1
→ -0.35&1.54	i
- COCCNC(=S)NNC(=O)c1cc(C2CC2)nc2ccccc12
→ 1.21	i
